MEKK2 WT-MEK5 = modulators of MEK5 binding to wildtype MEKK2, primary screen, biochemical, multiplex bead flow cytometry, Alexa488-MEK5. Mitogen-activated protein kinase kinase kinase 2 (Homo sapiens), Q9Y2U5. Alexa488-MEK5 binding to MEKK2 WT; actives lie on both sides. binding response (% of control), % at 10 µM. 1.1% of 290,000 active. AID 1531, 2009; in the data active = binding response below about 67% or above about 130%
NALP1 inh = NALP1 inflammasome inhibitors in reconstituted yeast, colorimetric, S. cerevisiae, triplicate retest | S. cerevisiae NALP1/ASC/caspase-1 growth, X-gal OD620, 72 h | inhibition, % at 10 µM | AID 2071, 2009 | 0.61% of 280,000 active; in the data active = inhibition mostly above about 24%, no sharp cut-off; inactive = mostly below about 32%; also: some compounds called inactive have numbers as strong as hits
PHOSPHO1 block = PubChem AID 1565 | 1.1% of 290,000 active | inhibition, % at 13.3 µM | recombinant PHOSPHO1, absorbance phosphatase assay | Phosphoethanolamine/phosphocholine phosphatase (Homo sapiens), Q8TCT1; in the data active = inhibition above about 60%
Target sequence (Q8TCT1 whole entry, looked up): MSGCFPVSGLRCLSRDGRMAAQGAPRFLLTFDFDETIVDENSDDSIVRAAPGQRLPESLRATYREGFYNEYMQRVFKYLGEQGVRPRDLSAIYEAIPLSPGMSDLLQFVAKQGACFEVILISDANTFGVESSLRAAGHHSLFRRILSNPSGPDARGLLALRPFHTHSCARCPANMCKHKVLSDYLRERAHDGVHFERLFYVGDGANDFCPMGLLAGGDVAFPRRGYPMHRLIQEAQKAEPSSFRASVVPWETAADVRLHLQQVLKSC
MEKK2 mut-MEK5 = MEK5 binding signal on mutant MEKK2 PB1, primary screen, biochemical, multiplex bead flow cytometry, Alexa488-MEK5; Alexa488-MEK5 binding to MEKK2 mutant; percent response, % at 10 µM; 0.35% of 290,000 active; AID 1530, 2009; in the data active = percent response above about 24%, passing the limit was not always enough; also: inactives centre near 1; some results filed as inactive read as strong as hits; reference of the scale not given here
M18AAP inhibitor = PfM18AAP inhibitors, malaria aminopeptidase, primary screen, biochemical, QFRET, recombinant enzyme; 1.2% of 290,000 active; M18 aspartyl aminopeptidase (Plasmodium falciparum 3D7); inhibition, % at 7.35 µM; H-Glu-NHMec fluorogenic cleavage; AID 1822, 2009;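 active = inhibition above the campaign mean inhibition over all tested compounds plus 3 SD, cut at about 28% in these data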;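 also: 0% = plate median of test compound wells and 100% = 2 mM ZnCl2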
OXTR agonist = human OXTR agonists, primary screen, fluorescence, CHO-OTR cells, Fluo-8 calcium; Oxytocin receptor (Homo sapiens), P30559; Fluo-8 calcium fluorescence; normalized: DMSO 0%, oxytocin 100%; activation, % at 3 µM; 0.32% of 320,000 active;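 active = activation above the mean of all tested compounds plus 3 SD, cutoff set per screening run, cut at about 20% in these data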;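 also: peak over basal fluorescence ratio from a 100 s FLIPR kinetic read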
Target sequence (P30559 whole entry, looked up): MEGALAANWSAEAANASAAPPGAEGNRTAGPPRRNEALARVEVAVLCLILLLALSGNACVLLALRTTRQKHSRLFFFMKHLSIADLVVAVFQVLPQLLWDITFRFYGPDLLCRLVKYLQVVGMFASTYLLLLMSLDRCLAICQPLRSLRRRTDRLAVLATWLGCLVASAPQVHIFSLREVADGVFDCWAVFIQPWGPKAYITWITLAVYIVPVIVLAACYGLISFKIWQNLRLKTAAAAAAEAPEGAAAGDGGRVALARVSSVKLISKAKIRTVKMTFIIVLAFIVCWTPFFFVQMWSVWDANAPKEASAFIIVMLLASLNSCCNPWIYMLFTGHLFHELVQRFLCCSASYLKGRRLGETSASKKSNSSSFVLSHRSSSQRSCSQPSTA
DNA FID counter = compounds displacing fluorescent DNA intercalator, primary screen, artefact control for HCV NS3 helicase inhibitor project, biochemical, FID fluorescence; DNA fluorescent intercalator displacement; inhibition, % at 7.9 µM; AID 1845, 2009; 0.17% of 290,000 active; in the data active = inhibition above about 37%;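 also: 0% = vehicle and 100% = reference compound; higher means more ethidium bromide displaced from hairpin DNA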
MEKK3 PB1 HTS = modulators of MEKK3-MEK5 PB1 binding, primary screen, biochemical, wildtype MEKK3, multiplex bead flow cytometry, Alexa488-MEK5; Mitogen-activated protein kinase kinase kinase 3 (Homo sapiens), Q99759; bead-based flow cytometry, Alexa488-MEK5 binding to MEKK3; actives lie on both sides; 0 = blocked by unlabeled MEK5, 100 = vehicle; binding response (% of control), % at 10 µM; 1.4% of 290,000 active;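 active = binding response more than 3 SD above or below the average of its plate-row segment, actives on both sides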;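 also: Alexa488 bead fluorescence after subtracting the streptavidin-only scavenger bead signal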
GPR7 antagonist = GPR7 receptor antagonists, primary screen, cell-based, fluorescence, single concentration; Neuropeptides B/W receptor type 1 (Homo sapiens), P48145; GPR7-expressing cells, fluorescence antagonist assay; inhibition, % at 4.4 µM; 1.1% of 290,000 active; AID 1861, 2009; in the data active = inhibition above about 16%, passing the limit was not always enough;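 also: cells stimulated with the agonist NPW; 0% = agonist with vehicle and 100% = vehicle without agonist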
Target sequence (P48145 whole entry, looked up): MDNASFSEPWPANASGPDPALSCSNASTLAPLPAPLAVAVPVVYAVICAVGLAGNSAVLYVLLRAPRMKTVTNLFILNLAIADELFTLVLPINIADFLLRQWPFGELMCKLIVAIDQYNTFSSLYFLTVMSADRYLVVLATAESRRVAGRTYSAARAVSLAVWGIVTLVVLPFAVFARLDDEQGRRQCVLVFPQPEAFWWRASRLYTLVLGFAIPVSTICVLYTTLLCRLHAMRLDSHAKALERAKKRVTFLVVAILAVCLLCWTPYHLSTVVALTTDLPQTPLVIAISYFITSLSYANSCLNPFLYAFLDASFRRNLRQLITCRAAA
* marks the source's active call; other numbers are inactive results; · = not tested or not shown.

SMILES	MEKK2 WT-MEK5	NALP1 inh	PHOSPHO1 block	MEKK2 mut-MEK5	M18AAP inhibitor	OXTR agonist	DNA FID counter	MEKK3 PB1 HTS	GPR7 antagonist
CC(Sc1cccc[n+]1[O-])C(=O)Nc1cccc(S(=O)(=O)N2CCOCC2)c1 (configuration not stated)	109	0	-35	14	-4	-0.2	-3	101	-9
COc1ccc2c(c1)c(C(C)=O)c(C)n2C	96	·	32	2	-7	0.0	-1	100	0
Cc1csc2nc(CNS(=O)(=O)c3ccc4c(c3)CCCC4)cn12	96	·	22	-4	15	3.7	-8	94	-2
COc1ccc(CC(=O)Nc2ccc3c(c2)CCC3)cc1	103	39	-6	8	-7	-1.8	-13	94	-1
COC(=O)c1c(C(=O)OC)c2cccc3cc(-c4ccccc4)c4ccc1c4n32	105	-5	13	5	-5	-0.3	-2	102	-15
COCCCNC(=O)C1CC(=O)N(CCc2ccc(F)cc2)C1 (configuration not stated)	120	-3	-2	20	3	1.2	-5	115	-12
Cc1ccc(NC(=O)c2cc(NC(=O)/C=C\C(=O)O)ccc2N2CCCCC2)cc1	97	3	9	2	7	-1.5	-46	95	-30
OCCC1CN(Cc2cccc3nccnc23)CCN1Cc1ccc(F)cc1 (configuration not stated)	98	-5	32	1	-13	1.0	-2	98	-17
COc1ccc(CCNC(=O)CSc2nnc(CNC(=O)c3cccs3)o2)cc1OC	106	-23	-4	6	-11	-0.4	-11	104	-5
O=C(c1ccco1)N1CCN(C(=O)C2CC(c3ccc(Cl)cc3)=NO2)CC1 (configuration not stated)	109	-6	10	3	1	0.6	-11	106	-9

2 of the compounds above, with bars between the fields.
smiles | MEKK2 WT-MEK5 | NALP1 inh | PHOSPHO1 block | MEKK2 mut-MEK5 | M18AAP inhibitor | OXTR agonist | DNA FID counter | MEKK3 PB1 HTS | GPR7 antagonist
Cc1csc2nc(CNS(=O)(=O)c3ccc4c(c3)CCCC4)cn12 | 96 | · | 22 | -4 | 15 | 3.7 | -8 | 94 | -2
COc1ccc(CC(=O)Nc2ccc3c(c2)CCC3)cc1 | 103 | 39 | -6 | 8 | -7 | -1.8 | -13 | 94 | -1

Further entries:
SMILES	MEKK2 WT-MEK5	NALP1 inh	PHOSPHO1 block	MEKK2 mut-MEK5	M18AAP inhibitor	OXTR agonist	DNA FID counter	MEKK3 PB1 HTS	GPR7 antagonist
O=C(COC(=O)CNS(=O)(=O)c1cccc(Br)c1)Nc1ccccc1Sc1ccccc1	98	17	0	1	-2	-2.2	-9	101	-13
Cc1c(OC(C)C(=O)NCCN2CCOCC2)ccc2c3c(c(=O)oc12)CCC3 (configuration not stated)	98	1	8	1	6	3.5	-4	99	-11
CCc1nc2nc(C)c(NS(=O)(=O)c3ccc(CC(C)C)cc3)c(=O)n2[nH]1	101	10	32	-3	6	-0.6	-34	106	-2
CCSCc1nnc(SCC(=O)Nc2ccc(F)cc2)n1CC	100	-16	47	-1	2	-0.8	-8	103	-11
CCCn1cc(S(=O)(=O)c2ccc(C)cc2)c(=O)c2cc(OC)c(OC)cc21	106	10	9	7	3	-0.6	-34	102	-5
N/C(=N\OC(=O)c1ccc(Cl)cc1Cl)c1cccnc1	71	-7	12	-13	2	-0.1	2	74	-2
CCN1CCCC1CNC(=O)c1cn(CC)c2ccc(S(=O)(=O)N3CCCCCC3)cc2c1=O (configuration not stated)	·	24	3	·	-6	0.3	9	·	-8
CCS(=O)(=O)NCCc1cc2ccc(C)cc2[nH]c1=O	99	8	38	3	1	-0.2	-6	100	20
Cc1ccc(C(=O)COC(=O)CNS(=O)(=O)c2ccc(C)cc2)cc1	90	15	26	-4	-4	-1.2	-16	94	-6
O=C(Cn1cc2c(n1)CCCCC2)NCCCN1CCOCC1	99	37	-2	1	-3	0.3	4	102	-6
C/C(=N/Oc1nc(C)cc(C)n1)c1ccccc1	105	-2	4	7	2	0.2	-3	106	1
COc1ccccc1C(=O)Nc1ccnn1C1CCN(CCC(C)c2ccc(C)o2)CC1 (configuration not stated)	112	22	33	12	-93	-0.2	6	101	-10
CC(Oc1ccc2ccccc2c1)C(=O)NNC(=O)Nc1ccccc1F (configuration not stated)	97	7	8	1	-4	·	-23	100	-14
Cc1cc(NC(=O)c2c(F)cccc2Cl)n(-c2nc3ccccc3[nH]2)n1	108	17	12	6	-4	-1.0	-6	108	-3
CCCCCC(=O)N1CC2(C)CN(C(=O)CCCCC)CC(C)(C1)C2=O	115	-22	0	6	-7	-1.1	-17	110	-3
COc1cccc(Cn2c(=O)sc3ccccc3c2=O)c1	84	-5	49	-8	4	-0.6	-7	81	7
Cc1nnc(NC(=O)C23CC4CC(C)(CC(C)(C4)C2)C3)s1	105	·	·	3	-8	-1.0	-13	104	-8
CCOC(=O)Cc1csc(NC(=O)/C=C/c2ccccc2Cl)n1	90	9	27	-17	-1	-0.3	-5	89	-9
O=S(=O)(NCc1cccnc1)c1ccc(Cl)c(Cl)c1Cl	109	20	-12	6	-2	4.0	-3	106	6
CCN1CCN(Cc2c(C)[nH]c3ccc(C(=O)OC)cc3c2=O)CC1	95	3	0	-4	-3	0.6	7	100	-13
O=C(c1ccccc1)c1cc(F)c(N2CCOCC2)cc1Cl	107	39	19	2	4	2.9	-10	102	-4
C=CCOc1ccc(Cl)cc1CNC1CCCC1	103	13	3	0	-1	-0.1	2	103	16
Cc1cc2nc(-c3ccc(SCC(=O)N4CCOCC4)nc3)[nH]c2cc1C	102	10	38	4	5	1.4	-16	101	-7
COc1cc(C(CC(=O)Nc2ncccc2C)N2Cc3ccccc3C2=O)cc(OC)c1OC (configuration not stated)	110	12	42	13	10	0.1	-29	110	-20
Cc1ccc(NC2(C#N)C(=O)Nc3ccccc32)cc1C (configuration not stated)	76	19	28	-12	0	0.9	3	91	-19
CCOc1ccccc1N1CCN(C(=O)c2cc3c(s2)CCC3)CC1	97	12	4	-2	-2	-2.3	-34	94	9
CCc1ccccc1Nc1nc2ccccc2n1C(C)C	100	11	24	4	-5	-1.8	2	100	-6
CNS(=O)(=O)c1cn(CC(=O)NCc2ccc(F)cc2)cc1S(=O)(=O)NC	103	8	38	5	-9	0.7	-3	105	-10
CC(=O)NNc1cccc(Cl)n1	·	13	8	·	0	1.6	-8	·	-2
COc1ccc(NC(=O)CN(C)CC(=O)Nc2ccc(Cl)c(S(=O)(=O)N(C)C)c2)cc1	100	7	-32	1	3	-0.6	-21	103	-14
COc1ccc(CNC(=O)C2CC(c3ccc(C(F)(F)F)cc3)=NO2)cc1 (configuration not stated)	93	2	31	-7	·	4.3	·	95	·
CCOc1ccc(N2CC(C(=O)NC(C)C)CC2=O)cc1 (configuration not stated)	102	5	-14	3	-3	-0.6	2	106	-10
COc1ccccc1C/C(N)=N/OC(=O)c1ccco1	90	-6	16	-7	5	0.0	2	103	0
Cc1cc(C)c(S(=O)(=O)c2ccc(Cl)cc2)c(Cl)n1	94	-37	24	-6	-5	-1.5	-8	100	-14
CNC(=S)N/N=C/c1cn(Cc2ccc(F)cc2)c2ccccc12	97	10	3	9	9	-2.1	-10	100	2
CCN(CCn1cccn1)C(=O)c1ccc2nc(Cc3ccc(OC)cc3)oc2c1	97	6	16	1	-9	1.1	-42	100	-3
CCCCN(C)C(=O)c1ccc2c(c1)S(=O)(=O)c1ccccc1C2=O	101	5	20	14	-6	0.0	-21	102	2
CC(=O)Nc1ccc(S(=O)(=O)Nc2ccc3c(c2)CCC3)cc1	97	13	-8	-1	3	10	-2	100	9
CC(=O)c1c(C)[nH]c(C(=O)OCC(=O)Nc2cccc(S(=O)(=O)N(C)C)c2)c1C	97	-10	21	0	-15	-0.5	-3	91	-7
CC12c3ccccc3C(c3ccccc31)C1C(=O)N(Cc3cccnc3)C(=O)[C@H]12 (some centres not stated)	87	8	-9	19	-2	-0.4	-17	106	-2

Grouped by structure, those above with an NH in an aromatic ring (six)
SMILES	MEKK2 WT-MEK5	NALP1 inh	PHOSPHO1 block	MEKK2 mut-MEK5	M18AAP inhibitor	OXTR agonist	DNA FID counter	MEKK3 PB1 HTS	GPR7 antagonist
CCc1nc2nc(C)c(NS(=O)(=O)c3ccc(CC(C)C)cc3)c(=O)n2[nH]1	101	10	32	-3	6	-0.6	-34	106	-2
CCS(=O)(=O)NCCc1cc2ccc(C)cc2[nH]c1=O	99	8	38	3	1	-0.2	-6	100	20
Cc1cc(NC(=O)c2c(F)cccc2Cl)n(-c2nc3ccccc3[nH]2)n1	108	17	12	6	-4	-1.0	-6	108	-3
CCN1CCN(Cc2c(C)[nH]c3ccc(C(=O)OC)cc3c2=O)CC1	95	3	0	-4	-3	0.6	7	100	-13
Cc1cc2nc(-c3ccc(SCC(=O)N4CCOCC4)nc3)[nH]c2cc1C	102	10	38	4	5	1.4	-16	101	-7
CC(=O)c1c(C)[nH]c(C(=O)OCC(=O)Nc2cccc(S(=O)(=O)N(C)C)c2)c1C	97	-10	21	0	-15	-0.5	-3	91	-7

Following part:
SMILES	MEKK2 WT-MEK5	NALP1 inh	PHOSPHO1 block	MEKK2 mut-MEK5	M18AAP inhibitor	OXTR agonist	DNA FID counter	MEKK3 PB1 HTS	GPR7 antagonist
CCOc1ccc(C2NC(=O)c3ccccc3O2)cc1OC (configuration not stated)	108	-13	19	19	15	-0.1	-16	107	-3
CCOC(=O)C1=C(C)N(C)C(C)=C(C(=O)OCC)C1c1ccncc1	106	1	2	5	-1	-1.6	-17	108	-8
COc1ccccc1N(C)S(=O)(=O)c1ccc(C(=O)NCCc2ccc(F)cc2)cc1	100	4	43	-3	4	6.5	-33	105	0
N#Cc1cc(-c2ccccc2)nc(N2CCNCC2)n1	126	-4	24	-7	5	-0.9	5	95	-12
CCOC(=O)c1sc(Nc2nc3ccc(OC)cc3s2)cc1C	114	10	-22	6	2	-0.7	3	94	-6
Cc1ccc(NC(=O)c2cc(-c3ccccc3O)n[nH]2)cc1Cl	104	6	28	6	12	·	-5	103	-7
Cn1c(SCC(=O)NC2CC2)nnc1-c1ccccc1	112	5	37	8	2	0.3	0	102	-24
CCCCCOC(=O)C1=C(C)NC(=O)NC1c1ccccc1OCC (configuration not stated)	97	-4	4	2	-4	-2.5	-31	92	-6
O=C(O)/C=C\C(=O)NC1CCCCC1	105	32	-2	1	-8	1.5	2	103	4

Record cards, from the list above:
Profile of `CCCn1cc(S(=O)(=O)c2ccc(C)cc2)c(=O)c2cc(OC)c(OC)cc21` → MEKK2 WT-MEK5 = 106; NALP1 inh = 10; PHOSPHO1 block = 9; MEKK2 mut-MEK5 = 7; M18AAP inhibitor = 3; OXTR agonist = -0.6; DNA FID counter = -34; MEKK3 PB1 HTS = 102; GPR7 antagonist = -5
Profile of `OCCC1CN(Cc2cccc3nccnc23)CCN1Cc1ccc(F)cc1` (configuration not stated) → MEKK2 WT-MEK5 = 98; NALP1 inh = -5; PHOSPHO1 block = 32; MEKK2 mut-MEK5 = 1; M18AAP inhibitor = -13; OXTR agonist = 1.0; DNA FID counter = -2; MEKK3 PB1 HTS = 98; GPR7 antagonist = -17
Profile of `COc1ccc(CNC(=O)C2CC(c3ccc(C(F)(F)F)cc3)=NO2)cc1` (configuration not stated) → MEKK2 WT-MEK5 = 93; NALP1 inh = 2; PHOSPHO1 block = 31; MEKK2 mut-MEK5 = -7; M18AAP inhibitor = ·; OXTR agonist = 4.3; DNA FID counter = ·; MEKK3 PB1 HTS = 95; GPR7 antagonist = ·

From PubChem BioAssay

Compounds as they come. About 6.2% of those tested had a hit in this group.
